# AMA1-RON2 inh = inhibitors of Plasmodium falciparum AMA1-RON2 interaction; AlphaScreen AMA1-biotinylated RON2 peptide binding; 0.2% of 360,000 active; Potency, µM (highest dose often 58.2 µM), for the others: at the top dose activity change, negative = inhibition, hits mostly inhibitors;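 also: potency is read from the fitted curve at half-maximal effect; 0% = vehicle wells and -100% = peptide control; nearly all actives have a fitted effect of over 45% in size; some results filed as inactive show a strong effect at the top dose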
#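 AMA1 (3D7) with his tag at 25 nM final met compounds first, then biotinylated RON2 peptide at 25 nM; detection used donor plus acceptor beads, 10 µg/mL apiece, read by AlphaScreen after 30 min at room temperature.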
# AmpC inh no detg = AmpC beta-lactamase inhibition without detergent; P00811; AmpC nitrocefin hydrolysis, absorbance 480 nm, 0.0001% Triton; Potency, µM (series often up to 57.1 µM), without a hit: top-dose activity change, negative = inhibition, usual class: inhibitors; 0.52% of 330,000 active;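 also: potency is read from the fitted curve at half-maximal effect; plate controls were no compound for no effect and no enzyme for full effect; nearly all actives have a fitted effect of over 20% in size; some results filed as inactive show a strong effect at the top dose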
# Target sequence (P00811 whole entry, looked up): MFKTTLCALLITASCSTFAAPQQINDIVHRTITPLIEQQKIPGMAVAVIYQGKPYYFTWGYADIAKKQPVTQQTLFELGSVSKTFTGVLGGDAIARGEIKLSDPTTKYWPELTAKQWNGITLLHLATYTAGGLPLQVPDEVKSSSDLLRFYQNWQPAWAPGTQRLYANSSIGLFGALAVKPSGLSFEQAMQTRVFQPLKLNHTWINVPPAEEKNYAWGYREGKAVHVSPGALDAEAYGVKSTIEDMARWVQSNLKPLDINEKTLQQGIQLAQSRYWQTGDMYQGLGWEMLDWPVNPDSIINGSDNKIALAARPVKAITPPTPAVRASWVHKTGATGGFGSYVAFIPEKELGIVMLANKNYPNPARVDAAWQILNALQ
#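 AmpC (5.3 nM in the dispensed reagent) in 20 mM phosphate pH 7.0 with 0.01% (detergent screen) or 0.0001% Triton X-100 was preincubated with compounds for 15 min at room temperature. Nitrocefin was then added from an 800 uM solution, and hydrolysis was followed at 480 nm.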
# AmpC inh detg = AmpC beta-lactamase inhibition with detergent present; 0.041% of 370,000 active; Potency, µM (doses to about 114 µM), without a hit: top-dose activity change, negative = inhibition, usual class: inhibitors; AmpC hydrolysis of nitrocefin, absorbance 480 nm, 0.01% Triton; P00811;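 also: potency is read from the fitted curve at half-maximal effect; 0% = no-compound wells and -100% = no-enzyme wells; nearly all actives have a fitted effect of over 25% in size; some results filed as inactive show a strong effect at the top dose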
#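 20 mM phosphate pH 7.0 + 0.01% (detergent screen) or 0.0001% Triton X-100; 5.3 nM AmpC reagent; cpd preinc 15 min RT; nitrocefin (800 uM stock) to start; A480 q20 s × 4 min; Activity was normalised to no-enzyme and no-compound control wells.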
# HCV inh = inhibitors of hepatitis C virus infection; Potency, µM (series often up to 41.8 µM), for the others: at the top dose activity change, negative = inhibition, actives largely listed as inhibitors; 3.4% of 340,000 active; Huh7.5.1 HCVcc-Cre infection, luciferase reporter, 44 h; also: potency is read from the fitted curve at half-maximal effect
#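 Luciferase read-out (15 sec integration) after a 15 min room-temperature substrate step quantifies HCVcc-Cre infection. Cells, 1,000 per well, had compound added 4 h post-plating, then virus at ~0.5 moi, and were cultured 44 h.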
# HCMV antiviral = inhibitors of human cytomegalovirus | activity change, negative = inhibition, % at 57.5 µM | 4.5% of 410,000 active | AID 1259415 | HFF cells, HCMV-luciferase reporter, 72 h; stronger effect = lower value; in the data active = activity change below about -60%; inconclusive = no clear call, values can overlap the other calls; inactive = above about -39%
#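 HFF cells seeded 16 h at 37C, treated with compounds, infected with luciferase-reporter HCMV at MOI 1 PFU/cell; luciferase read at 72 h post infection, normalized to buffer-only and Salinomycin controls.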
# Tb PYK inh = T. brucei pyruvate kinase inhibition; Q57TT1; TbPYK enzyme, Kinase-Glo Plus ATP luminescence, 45 min; Potency, µM (titrated, usually from 76.8 µM), without a hit: at the highest dose activity, negative = inhibition, hits mostly inhibitors; 0.12% of 410,000 active; also: potency is read from the fitted curve at half-maximal effect; nearly all actives have a fitted effect of over 50% in size
#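 Luminescent Kinase-Glo Plus end-point after 45 min room-temperature reaction of T. brucei pyruvate kinase started with 130 uM ADP (final). Buffer TEA 50 mM pH 7.2 with KCl, MgCl2, BSA, Tween-20; titration-based qHTS with fitted concentration-effect curves.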
# LmPK inh = blocks Leishmania mexicana pyruvate kinase activity; 0.37% of 290,000 active; purified LmPK, Kinase-Glo ATP luminescence, 1 h; Potency, µM (titrated, usually from 57.5 µM), without a hit: at the highest dose activity change, negative = inhibition, usual class: inhibitors; Q27686; also: potency is read from the fitted curve at half-maximal effect
# Target sequence (Q27686 whole entry, looked up): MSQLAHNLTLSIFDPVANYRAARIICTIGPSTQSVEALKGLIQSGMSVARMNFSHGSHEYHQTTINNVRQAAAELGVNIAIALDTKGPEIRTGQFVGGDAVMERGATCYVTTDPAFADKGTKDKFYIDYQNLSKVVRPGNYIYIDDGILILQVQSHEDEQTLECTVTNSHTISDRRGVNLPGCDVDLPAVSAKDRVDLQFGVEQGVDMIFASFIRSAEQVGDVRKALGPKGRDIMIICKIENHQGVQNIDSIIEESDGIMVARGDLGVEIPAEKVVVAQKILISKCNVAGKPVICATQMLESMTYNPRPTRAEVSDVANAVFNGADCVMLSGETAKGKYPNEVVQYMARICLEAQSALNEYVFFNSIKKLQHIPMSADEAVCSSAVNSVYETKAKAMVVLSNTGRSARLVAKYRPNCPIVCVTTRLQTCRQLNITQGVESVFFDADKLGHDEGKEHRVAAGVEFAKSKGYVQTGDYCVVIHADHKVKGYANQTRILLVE
#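 Purified LmPK (0.1 nM) converted ADP (0.1 mM) to ATP with PEP (0.5 mM) in imidazole buffer pH 7.2 with KCl and MgCl2, 1 h at room temperature. ATP was read by Kinase-Glo luminescence; data normalized to uninhibited and no-enzyme controls.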
# * hit, by the source's call; ? = inconclusive; / = no result given; [ ] = another dose, or the depositor's remark. Unless noted, calls follow the shape of the dose curve; as a rule, active = well fitted curve in the direction sought with a large enough effect; inconclusive = small, poorly fitted or top-dose-only effect, or another doubt; inactive = no such curve, though single readings can be large; an effect the other way counts as inactive or inconclusive. Unless noted, % is scaled to controls: 0 for no effect and ±100 for the full control effect.
# Start of the listing, in advance:
SMILES,AMA1-RON2 inh,AmpC inh no detg,AmpC inh detg,HCV inh,HCMV antiviral,Tb PYK inh,LmPK inh
CCCC(=O)OCC1CN(Cc2ccco2)S(=O)(=O)c2c(F)cccc2O1 (configuration not stated),-4.2%,/,/,40.0%[activator],16.0,-7.1%,/
COc1ccc(OCC(=O)Nc2ccc3c(c2)nc(CCN2CCCC2)n3C)cc1,18.6%,39.9%,6.6%,-8.0%,-39.5,3.1%,10.0%
Cc1ccc(-c2nc(C#N)c(N3CCCCC3)o2)cc1,?,-10.0%,-6.8%,?,-36.3,-12.5%,1.3%
CC(=O)Nc1cc(NC(C)=O)cc(C(=O)N2CCCC3CCCCC32)c1 (configuration not stated),?,-26.4%,?,11.9%,56.3,-10.4%,6.9%
Cc1cccc(NS(=O)(=O)c2ccc(C)c(C(=O)NCCCN3CCOCC3)c2)c1,-4.8%,-10.5%,0.0%,21.6%,-13.3,5.8%,/
Cc1cc(NC(=O)CN2C(=O)/C(=C/c3ccc(C(C)C)cc3)SC2=S)no1,1.6%,/,/,/,13.7,-3.3%,/
COc1cc(C(C(=O)NC2CCCCC2)N(Cc2ccco2)C(=O)c2cnccn2)cc(OC)c1OC (configuration not stated),-5.6%,-13.4%,-8.4%,5.3%,7.0,-0.7%,1.2%
CCCCN(C)C(=O)Cn1cnc2sc(C)cc2c1=O,-1.2%,-13.5%,-9.8%,8.1%,20.8,4.1%,-3.1%

# All compounds of this part, repeating the preview:
SMILES,AMA1-RON2 inh,AmpC inh no detg,AmpC inh detg,HCV inh,HCMV antiviral,Tb PYK inh,LmPK inh
CCCC(=O)OCC1CN(Cc2ccco2)S(=O)(=O)c2c(F)cccc2O1 (configuration not stated),-4.2%,/,/,40.0%[activator],16.0,-7.1%,/
COc1ccc(OCC(=O)Nc2ccc3c(c2)nc(CCN2CCCC2)n3C)cc1,18.6%,39.9%,6.6%,-8.0%,-39.5,3.1%,10.0%
Cc1ccc(-c2nc(C#N)c(N3CCCCC3)o2)cc1,?,-10.0%,-6.8%,?,-36.3,-12.5%,1.3%
CC(=O)Nc1cc(NC(C)=O)cc(C(=O)N2CCCC3CCCCC32)c1 (configuration not stated),?,-26.4%,?,11.9%,56.3,-10.4%,6.9%
Cc1cccc(NS(=O)(=O)c2ccc(C)c(C(=O)NCCCN3CCOCC3)c2)c1,-4.8%,-10.5%,0.0%,21.6%,-13.3,5.8%,/
Cc1cc(NC(=O)CN2C(=O)/C(=C/c3ccc(C(C)C)cc3)SC2=S)no1,1.6%,/,/,/,13.7,-3.3%,/
COc1cc(C(C(=O)NC2CCCCC2)N(Cc2ccco2)C(=O)c2cnccn2)cc(OC)c1OC (configuration not stated),-5.6%,-13.4%,-8.4%,5.3%,7.0,-0.7%,1.2%
CCCCN(C)C(=O)Cn1cnc2sc(C)cc2c1=O,-1.2%,-13.5%,-9.8%,8.1%,20.8,4.1%,-3.1%
Cc1nc(Nc2ccc(F)cc2)nc(Nc2ccc(F)cc2)c1[N+](=O)[O-],-6.4%,-16.8%,?,?,-39.8,-3.5%,-0.2%
Cc1cc(S(=O)(=O)NCC(C)C)ccc1OCC(=O)N1CCN(Cc2ccccc2)CC1,-4.6%,98.7%[activator],1.1%,?,-39.3,-5.5%,-6.0%
COc1ccc(Cc2nnc(Nc3ccccc3)s2)cc1Br,35.8%[activator],-42.3%,-8.5%,?,29.5,-12.0%,2.0%
O=[N+]([O-])c1cc(S(=O)(=O)Nc2ccccc2)ccc1Nc1ccccc1,?,/,/,?,21.7,0.0%,/
CCSc1cc(N2CCCC2)nc(-c2ccccc2Cl)n1,-7.3%,-20.3%,?,1.7%,24.3,2.1%,0.2%
COc1ccc(C(=O)NCCN2CCOCC2)cc1OC,2.8%,-40.9%,-4.0%,4.2%,19.0,-0.7%,-1.6%
Cn1c(=O)c2c(=O)cc(N)[nH]c2n(C)c1=O,5.2%,-6.1%,2.9%,3.9%,5.4,1.2%,2.0%
CCOC(=O)C(=CNc1ccc(C(F)(F)F)cc1Cl)C(=O)OCC,-1.7%,-2.3%,6.9%,-7.1%,-10.6,-4.9%,-4.1%
COc1ccc(NC(=S)Nc2cccc(Cl)c2)cc1OC,11.3%,-17.6%,-6.1%,9.8%,-5.5,0.6%,1.1%
O=C(Cc1ccccc1)Nc1cc(-c2nc3cc(Cl)ccc3o2)ccc1Cl,/,/,-0.2%,/,27.3,-1.0%,/
COc1cc2c(cc1NC(=O)CSc1ccccc1)oc1ccccc12,-3.9%,-47.3%,-11.0%,?,?,-1.2%,-5.9%
Cc1cccnc1C(NC(=O)C1CCN(CCCc2ccccc2)CC1)c1ccc(Cl)cc1 (configuration not stated),-11.1%,/,/,/,2.6,-4.1%,/
COC(=O)[C@H]1C[C@H](OC(=O)Nc2cccs2)[C@@]2(O)CN(S(=O)(=O)c3ccc(C)cc3)CC2[C@H]1C(=O)OC (some centres not stated),-8.0%,/,/,/,11.9,-12.3%,/
Cc1nn(CC(=O)N2CCC(C)CC2)c(=O)c2nn(-c3ccccc3)c(C)c12,4.2%,-5.7%,-0.8%,15.6%,-38.6,-1.7%,2.4%
O=C(Cc1ccccc1)N1CCN(Cc2cccc(Cl)c2)CC1,1.9%,60.5%[activator],-11.8%,-3.4%,-5.6,3.0%,-4.1%
CC(C)CNS(=O)(=O)c1ccc(CCC(=O)N2CCN(Cc3ccc4c(c3)OCO4)CC2)cc1,-11.4%,117.1%[activator],-1.5%,?,?,-3.7%,4.9%
O=C(C1CCCCC1)N1CCc2[nH]c3ccc(F)cc3c2C1,-0.8%,-18.1%,5.8%,-9.3%,-7.2,-0.2%,1.2%
C[C@H](CO)NC(=O)[C@H](C)[C@H]1C[C@]1(C)[C@H](NC(=O)OCc1ccccc1)c1ccccc1,-1.3%,119.5%[activator],0.4%,-11.2%,3.6,0.9%,0.2%
COCCCn1c(-c2ccccc2)nc2ccccc2c1=O,0.3%,-2.4%,-9.2%,?,14.5,-1.7%,0.2%
Nc1c(N2CCCC2)c2ccccc2oc1=O,49.7%[activator],-18.9%,4.7%,-10.7%,-21.5,0.4%,5.4%
Cc1cc(C(=O)OCC(=O)N2CCOCC2)ccc1[N+](=O)[O-],-21.2%,-0.4%,0.2%,21.2%,-1.3,2.8%,6.5%
O=S(=O)(N/N=C\C=C\c1ccccc1)c1ccc(Br)cc1,-4.1%,-30.6%,-17.0%,-15.7%,-37.3,-8.0%,7.3%
O=C(Nc1nnc(-c2ccco2)o1)c1ccc2ccccc2c1,49.3%[activator],-28.4%,-7.7%,?,15.7,-6.9%,-8.2%
Cc1ccc(NC(=O)N2CC3CCCN3c3ccccc32)cc1C (configuration not stated),/,/,-5.0%,/,-17.4,-12.6%,/
O=C(Nc1ccc(F)cc1)c1nc(S(=O)(=O)Cc2ccccc2)ncc1Cl,7.4%,-6.5%,-2.7%,8.91µM*,-111.8*,-6.0%,-1.1%
CCOc1cc(CNC(=O)c2ccc3c(c2)nc2n3CCCCC2)ccc1OC,/,/,0.9%,/,-14.1,2.3%,/
CC(=O)Nc1ccc(NC(=O)C(C)OC(=O)CSCc2cccc(Cl)c2)cc1 (configuration not stated),-20.4%,1.2%,?,1.9%,-20.4,2.7%,/
COC(=O)c1c(NC(=O)CSc2ncnc3[nH]ncc23)sc2c1CCC2,14.7%,-15.6%,0.0%,5.6%,-80.8*,1.9%,0.3%
CC(=O)Nc1c(Cl)cc(Cl)c2c1Cc1cc(Cl)ccc1-2,3.5%,/,/,1.9%,-11.9,1.9%,/
Cc1ccc2nc(-c3ccncc3)c(NC3CCCC3)n2c1,11.9%,-30.6%,-0.9%,?,-64.7*,-1.2%,11.1%
O=C1c2ccccc2NC(c2ccc(Cl)cc2Cl)N1O (configuration not stated),-2.9%,26.0%,-1.1%,-6.7%,-2.0,4.2%,1.6%
CC(=O)c1ccccc1NC(=O)COC(=O)/C=C/c1ccc(OC(F)F)cc1,1.2%,-2.7%,-0.8%,-3.5%,4.0,2.8%,/
CC(=O)N1CCSc2ccc(S(=O)(=O)NCCc3ccc(Cl)cc3)cc21,-6.5%,-6.2%,0.2%,11.2µM*,-60.1*,-4.0%,5.4%
Cc1ccc(S(=O)(=O)NCc2ccc(C(=O)N3CCN(c4ccc([N+](=O)[O-])cc4)CC3)cc2)cc1,-8.0%,-32.5%,?,3.98µM*,-98.3*,1.4%,-2.0%
CC1CCN(c2ccc(C(=O)N3CCOCC3)cc2[N+](=O)[O-])CC1,-5.2%,8.4%,-4.0%,-7.4%,-39.3,2.8%,-3.6%
COc1cccc(NC(=O)CSc2nc3c(oc4ccccc43)c(=O)[nH]2)c1,-8.3%,-55.0%,-0.3%,28.0%,9.9,-10.9%,-3.2%
CC(C)n1c(CN(C)c2ccccc2)nc2ccccc21,-13.8%,-5.6%,0.7%,?,-36.9,-0.6%,-1.3%
COc1ccc(OCc2cc(C(=O)NC(C)Cc3cnccn3)no2)c(Cl)c1 (configuration not stated),7.8%,35.9%,?,-22.8%,-25.8,-13.5%,-6.0%
Clc1cccc(-n2cc(-c3ccccc3)c3c(NC4CCCC4)ncnc32)c1,/,/,4.5%,/,-23.7,3.7%,/
CCCCCCc1c(C)c2ccc(OCC(=O)N3CCC[C@H]3C(=O)O)c(C)c2oc1=O,1.0%,48.8%,?,2.0%,-6.4,-0.4%,-2.6%
CC(C)C1N=C2c3ccccc3N=C(SCC#N)N2C1=O (configuration not stated),1.8%,-2.5%,-4.1%,-16.3%,-10.3,-5.9%,-0.3%
CCCN(CC(=O)Nc1ccccc1C)C(=O)CCNC(=O)c1ccccc1Cl,-6.4%,-6.0%,-2.4%,17.8%,-28.3,2.4%,/
COc1ccc(-c2nc3cc(C)c(Br)c(C)n3c2Cc2ccccc2)cc1OC,-18.3%,/,/,/,-3.8,-12.3%,/
CCNS(=O)(=O)c1ccc2nc(NC(=O)/C=C/c3cc(OC)c(OC)c(OC)c3)sc2c1,7.4%,13.0%,?,1.9%,63.4,-4.0%,5.8%

# Screens from PubChem.
